hgDAF-12 ag – activates the H. glycines DAF-12 receptor ligand-binding domain | HEK293 GAL4-hgDAF12 UAS-luciferase reporter, agonist luminescence; normalized to butyrate control | activation, % at 6.8 µM | 370,000 tested, 1.8% active | AID 687014;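 active = activation above a cutoff set at the mean of all screened compounds plus 3 SD, cut at about 10% in these data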;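 also: 0% = DMSO wells and 100% = sodium butyrate wells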
PLC-beta3 inh – inhibitors of human phospholipase C beta3; Purified PLC-beta3, fluorogenic substrate, fluorescence; inhibition, % at 12.2 µM; 370,000 tested, 0.18% active; AID 720704; in the data active = inhibition above about 11%;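 also: 0% = median of compound wells on plate and 100% = full blocker control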
MBD2 DNA inh – MBD2-methylated oligo binding inhibition. AID 686964. 370,000 tested, 0.31% active. TR-FRET, MBD2 binding to methylated oligonucleotide. inhibition, % at 4.4 µM. Q9UBB5; in the data active = inhibition above about 13%
Target sequence (Q9UBB5 whole entry, looked up): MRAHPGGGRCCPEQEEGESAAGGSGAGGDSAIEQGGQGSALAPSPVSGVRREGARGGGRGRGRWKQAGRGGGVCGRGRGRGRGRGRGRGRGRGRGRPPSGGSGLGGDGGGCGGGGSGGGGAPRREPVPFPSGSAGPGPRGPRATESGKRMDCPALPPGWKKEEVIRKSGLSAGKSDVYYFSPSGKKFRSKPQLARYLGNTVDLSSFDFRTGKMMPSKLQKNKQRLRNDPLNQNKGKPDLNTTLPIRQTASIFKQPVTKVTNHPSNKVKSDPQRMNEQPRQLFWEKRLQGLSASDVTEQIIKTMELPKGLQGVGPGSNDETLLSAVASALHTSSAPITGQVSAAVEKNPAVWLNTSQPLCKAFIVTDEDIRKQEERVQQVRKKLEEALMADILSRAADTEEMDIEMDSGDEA
PLC-gamma1 inh – inhibitors of human phospholipase C gamma1. P19174. purified PLC-gamma1, fluorogenic substrate, fluorescence. inhibition, % at 12.2 µM. 370,000 tested, 0.84% active; in the data active = inhibition above about 9.5%
hcDAF-12 act – H. contortus DAF-12 activation, primary screen | HEK293 hcDAF-12 lit1-tk-luc reporter, luminescence; 0% DMSO, 100% Δ7-dafachronic acid | activation, % at 6.8 µM | 370,000 tested, 1.4% active | AID 652067;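 active = activation above the mean of all tested compounds plus 3 SD, cut at about 5.5% in these data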;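 also: 100% = response to 3 µM Δ7-dafachronic acid high control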
ADAM17 inh – inhibits human ADAM17; recombinant ADAM17, EDANS/DABCYL FRET peptide cleavage; inhibition, % at 6.95 µM; 370,000 tested, 0.83% active; AID 720648;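 active = inhibition above the mean of compounds lying between control limits plus 3 SD, set per campaign, cut at about 8.5% in these data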;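 also: 0% = DMSO-only wells as the low control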
Target sequence (P78536 215-824 limits assumed): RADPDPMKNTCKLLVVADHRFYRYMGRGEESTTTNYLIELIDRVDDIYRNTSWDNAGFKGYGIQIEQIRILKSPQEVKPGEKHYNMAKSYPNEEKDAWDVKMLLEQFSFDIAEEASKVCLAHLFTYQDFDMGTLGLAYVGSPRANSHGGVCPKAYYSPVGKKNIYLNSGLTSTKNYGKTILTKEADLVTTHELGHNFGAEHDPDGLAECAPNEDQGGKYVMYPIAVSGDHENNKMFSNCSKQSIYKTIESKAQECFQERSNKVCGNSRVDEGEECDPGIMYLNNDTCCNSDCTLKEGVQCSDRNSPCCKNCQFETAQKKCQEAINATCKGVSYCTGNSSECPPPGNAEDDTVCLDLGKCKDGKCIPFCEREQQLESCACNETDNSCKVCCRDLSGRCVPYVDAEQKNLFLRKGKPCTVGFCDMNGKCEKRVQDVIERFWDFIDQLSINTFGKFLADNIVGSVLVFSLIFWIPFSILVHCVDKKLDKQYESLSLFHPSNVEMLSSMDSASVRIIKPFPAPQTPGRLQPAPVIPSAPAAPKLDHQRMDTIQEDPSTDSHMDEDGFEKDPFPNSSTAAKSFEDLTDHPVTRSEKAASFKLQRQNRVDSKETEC
Rev-erbA mod – modulates human Rev-erb alpha binding to DNA. P20393. Rev-erbα–FITC-DNA binding, fluorescence polarization, 90 min. activity, % at 10 µM. 370,000 tested, 0.79% active;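 active = activity above about 14%, limit read from the data; passing the limit was not always enough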;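 also: 0% = DMSO wells with 35 nM protein and 100% = DMSO wells with 750 nM protein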
DAX1 inh-1 – inhibitors of human orphan nuclear receptor DAX1 (NR0B1); HEK293 Gal4-DAX1 luciferase reporter, luminescence; inhibition, % at 6.75 µM; AID 504766; 340,000 tested, 0.99% active; P51843;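 active = inhibition above the mean over all tested compounds plus 3 SD, cut at about 4.2% in these data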;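 also: 0% = DAX1-transfected cells with DMSO and 100% = empty-vector control cells with DMSO; inhibition shows as a rise in luminescence from relieved DAX1 repression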
ssDAF12 agonist – activators of S. stercoralis DAF-12 nuclear receptor | activation, % at 6.8 µM | HEK293 ssDAF-12/GRIP1 lit1-tk-luc reporter, luminescence; % of 3 µM dafachronic acid response | 370,000 tested, 1% active;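 active = activation above the mean over all tested compounds plus 3 SD, cut at about 0.9% in these data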;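 also: 0% = DMSO-only wells and 100% = 3 µM delta7-dafachronic acid wells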
DAX1 inh-2 – blocks DAX1 repression of SF-1 activated StAR promoter; inhibition, % at 6.8 µM; 370,000 tested, 1.1% active; HEK293T StAR-luciferase reporter, SF-1/DAX-1 repression relief; AID 652010;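 active = inhibition above the mean over all tested compounds plus 3 SD, cut at about 3.6% in these data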;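 also: 0% = DAX-1 cells with DMSO and 100% = cells lacking DAX-1 with DMSO; higher inhibition means more luminescence from relief of DAX-1 repression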
SMARCA2 act – activators of SMARCA2 function. MG213 cells, MMTV-luciferase reporter, dexamethasone, overnight. activation, % at 9.1 µM. 370,000 tested, 1% active; in the data active = activation above about 7.8%;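 also: 0% = vehicle wells and 100% = reference activator wells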
* hit, by the source's call; i = inactive; x = not tested or not shown.

SMILES	hgDAF-12 ag	PLC-beta3 inh	MBD2 DNA inh	PLC-gamma1 inh	hcDAF-12 act	ADAM17 inh	Rev-erbA mod	DAX1 inh-1	ssDAF12 agonist	DAX1 inh-2	SMARCA2 act
Cc1ccc(S(=O)(=O)C2(C(=O)N3CCN(C4CCCCC4)CC3)CC2)cc1	0.6	4	1	2	-0.1	-2	-1	1.2	-1.4	-0.4	3
CCn1c(SCC(=O)Nc2nc(-c3ccccc3)cs2)nnc1-c1ccccc1	-2.5	-3	-1	-2	-2.1	2	4	-0.7	-2.2	-0.4	-3
Cc1ccc(/C=N/N2CCN(Cc3cccc4ccccc34)CC2)s1	-2.7	-4	-3	0	-1.7	-1	-6	-0.8	-0.4	0.4	0
CCCCC[C@@H](O)c1cc2ccccc2c(=O)o1	3.3	-1	1	0	1.2	-1	4	-0.8	-1.1	0.9	3
Cn1nc(C(=O)NC2CCCCC2)c2c1-c1ccccc1SC2	0.1	-1	-1	1	-2.7	1	-6	1.3	-1.6	1.8	3
Cc1ccccc1C(=O)Nc1ccc(S(=O)(=O)NCC2CCCO2)cc1 (stereo not given)	-4.2	-3	2	1	-2.1	-2	1	-0.5	-1.5	-1.5	-3
CC(/C=C1\SC(=S)N(CCCC(=O)Nc2ccc(C(=O)O)cc2)C1=O)=C\c1ccccc1	-0.5	0	-10	3	-0.6	3	1	-0.2	-1.3	0.6	1
O=C(NC1CCN(Cc2ccccc2)CC1)c1cc(S(=O)(=O)Nc2ccc(F)cc2)ccc1Cl	-4.6	-11	0	7	-1.7	3	11	-2.7	-1.2	-3.8	-5
Cc1ccc(C(=O)NCC(=O)N2CCN(c3cccc(Cl)c3)CC2)s1	0.5	-1	10	9	-2.3	2	4	-0.8	-1.1	-0.4	-2
Cc1ccc(S(=O)(=O)N2CCCCC2)cc1C(=O)N1CCN(c2ccccn2)CC1	-0.9	-7	-2	1	-2.8	-2	3	-0.3	-1.0	-1.1	-3
CCOC(=O)Cn1nc(C)c(NC(=O)c2ccc(Br)o2)c1C	1.0	-92	-4	-2	0.4	-3	3	-0.6	-0.7	0.1	-3
Cc1cc(C)c2c(n1)sc1c(N3CCN(C)CC3)ncnc12	0.8	-8	5	-2	0.6	-7	1	-0.8	-1.2	1.4	-1

3 entries already listed, arranged by their value in ADAM17 inh, ascending:
SMILES | ADAM17 inh
Cc1ccc(S(=O)(=O)C2(C(=O)N3CCN(C4CCCCC4)CC3)CC2)cc1 | -2
CCCCC[C@@H](O)c1cc2ccccc2c(=O)o1 | -1
Cn1nc(C(=O)NC2CCCCC2)c2c1-c1ccccc1SC2 | 1

Going on with the list:
SMILES	hgDAF-12 ag	PLC-beta3 inh	MBD2 DNA inh	PLC-gamma1 inh	hcDAF-12 act	ADAM17 inh	Rev-erbA mod	DAX1 inh-1	ssDAF12 agonist	DAX1 inh-2	SMARCA2 act
c1cc(-c2ccc(N3CCOCC3)cc2)n2cnnc2c1	1.6	i	-5	i	2.7	-395	-7	x	-1.1	0.8	-2
CCc1nc2c(OCC(=O)C(C)(C)C)cccn2c1N(C)C(=O)COc1ccccc1	-1.3	-13	-5	-9	-0.5	-6	-4	x	-1.5	-0.9	-4
C=CCOc1c(Cl)cc(CNc2nccs2)cc1OC	-3.0	-2	4	2	-0.9	-2	-6	1.1	-1.8	-0.1	-1
Cc1cc(=O)[nH]c(SCC(=O)NC(C)C2CC3CCC2C3)c1C#N (stereo not given)	-0.3	3	0	4	-0.4	-7	-6	1.3	-1.7	-0.7	-5
Cc1ccnc(NC(=O)c2cc(S(=O)(=O)N3CCCCC3)ccc2Cl)c1	-1.6	-88	4	-68	-1.1	-178	-5	-0.9	-0.7	0.1	-4
CC(C)(C)Cc1nnc(NS(=O)(=O)Cc2ccccc2)s1	-0.3	1	5	3	0.3	-1	3	1.4	-1.2	0.6	1
O=C(NCC(=O)N(CC1CCCO1)C(C(=O)NC1CCCCC1)c1ccccc1)c1cccs1 (stereo not given)	-2.6	-3	1	4	-2.2	-3	1	-1.2	-1.6	0.0	-3
COc1ccccc1C(C(=O)NCc1ccccc1)N(C(=O)c1csnn1)C1CC1 (stereo not given)	1.0	-6	-3	-1	-2.2	2	-1	0.8	-1.1	-0.2	0
COc1ccc(S(=O)(=O)Nc2ccc3c(c2)CC(=O)N([C@@H](C)CO)C[C@@H](C)[C@@H](CN(C)Cc2ccccc2)O3)cc1	1.8	6	4	8	-1.8	11*	4	1.4	-1.1	0.6	1
Cc1ccc(C(=O)c2coc3ccc(O)cc23)cc1	18*	-3	2	-1	4.8	1	3	2.3	1.1*	3.6	6
CC1(CO)COC2(OC1)C(=O)Nc1ccccc12 (stereo not given)	1.4	0	3	3	1.1	2	-1	0.5	-0.4	-0.3	-3
Cc1cccc(C)c1NC(=O)COC(=O)c1cc(=O)[nH]c2ccccc12	-2.3	-16	2	-16	2.3	-4	9	2.0	-0.9	0.8	2
CC(=O)c1ccc(-n2nncc2C(C)(C)C)cc1	3.8	0	3	-1	-2.0	-7	-1	-0.7	-0.7	0.1	-2
Cc1ccc(C)c(NC(=O)CN2C(=O)CC(C)S(=O)(=O)c3ccccc32)c1 (stereo not given)	3.5	-6	-5	0	1.6	-3	5	0.2	-0.5	0.1	-1
CCCCCCCCN1C(=O)[C@@H](CC(=O)NCc2ccc(C)o2)C[C@@]2(C(=O)OC)C1=C[C@H](C1CCCC1)O[C@@H]2C	1.0	4	0	-1	0.0	5	4	x	-1.2	-0.3	-3
CCOc1ccccc1-n1c(SC(C)C(=O)NCC2CCCO2)nc2ccccc2c1=O (stereo not given)	2.8	-5	1	3	0.1	-9	-3	-0.5	-0.1	-1.6	-1
CC1(C)CC(=O)c2cnc(NC(=O)Cc3ccc(Cl)cc3)nc2C1	-1.8	0	-6	-1	-0.7	-1	1	0.0	-0.7	-0.5	1
Cc1cc(-c2nnc(CCC(=O)NCc3cccc(C(F)(F)F)c3)o2)no1	3.0	0	0	-2	0.0	-2	3	-0.4	-0.3	-0.7	1
CCOc1ccc(CCN2C(=S)N([C@@H](Cc3ccc(O)cc3)CN3CCCC3CN3C(=S)NC[C@@H]3Cc3ccc(O)cc3)C[C@@H]2CC(C)C)cc1 (stereo not given in full)	-5.3	7	-2	3	-0.8	8.9*	6	-0.4	-0.7	-3.1	-1
O=C(NCc1ccc(OC(F)(F)F)cc1)C1CC2Cn3c(nc4ccccc43)C2N1c1ccccc1 (stereo not given)	0.3	-3	3	-5	-1.6	-1	-2	0.0	-1.0	0.0	-2
OCCC1CN(Cc2cccn2-c2cccnc2)CCN1C1CCCC1 (stereo not given)	0.7	-5	-5	-3	-0.1	-4	-1	-1.5	-1.2	0.9	-1
CC1(c2ccccc2)NC(=O)N(CC(=O)Nc2cccc(/C=C/c3ccccn3)c2)C1=O (stereo not given)	0.7	-33	0	-22	0.4	-8	4	-1.4	-1.0	-2.4	0
O=[N+]([O-])c1cccc(S(=O)(=O)NCc2ccccn2)c1	-1.2	-10	-1	-5	-2.2	1	-3	0.0	-0.6	0.1	-2
COc1ccc(-n2nnnc2SCC(=O)N2CCN(C(=O)c3ccco3)CC2)cc1OC	-1.2	2	-2	1	-1.0	1	-3	-0.3	-1.0	-0.1	2
COc1ccc(-n2c(COc3ccc(Cl)cc3)nnc2SCc2nc3ccccc3[nH]2)cc1	-0.7	-1	-3	3	-2.4	2	1	x	-1.5	-0.5	-3
Cc1ccc(S(=O)(=O)c2c(C)cc(C)nc2N2CCOCC2)cc1	-2.7	3	1	1	-0.4	-3	-2	-0.3	-0.8	0.2	2
O=C(NC1CCCCCC1)C1CCN(S(=O)(=O)c2c(Cl)cccc2Cl)CC1	1.9	-4	2	2	-1.1	-8	4	-0.8	-1.2	-1.4	0
Cc1noc(NS(=O)(=O)c2ccc(NC(=O)c3cc(F)c(F)c(F)c3F)cc2)c1C	1.1	-2	-2	-6	-1.5	-1	-6	1.1	0.0	1.0	-1
O=c1oc2cc(OCc3ccc(F)cc3F)ccc2cc1-c1ccccn1	-1.5	-58	-2	-40	1.2	-46	15	0.1	-0.9	0.2	-3
CC(C)(C)N1CC(c2nc3ccccc3n2Cc2ccc(F)cc2)CC1=O (stereo not given)	0.3	1	0	3	0.3	0	-5	-0.3	-1.2	-1.0	5
Cc1cccc2nc(CSc3nnc(N)s3)cn12	2.8	-3	-6	-1	-0.1	-2	4	1.5	0.2	0.7	-1
O=C(c1ccc([N+](=O)[O-])cc1)N1CCC(Cc2ccccc2)CC1	-1.3	2	1	1	-1.2	-1	-4	0.3	-1.4	-0.7	-1
CC1CCN(C(=O)/C(=C\c2ccco2)NC(=O)c2ccccc2)CC1	0.7	-16	1	-13	-1.5	-1	-2	-0.3	-1.3	-0.1	-2
COCc1cc(C)nc(SCC[N+](C)(C)CC(=O)c2ccc(Br)cc2)c1C#N	0.8	-3	-3	0	1.0	-3	-8	-0.5	-1.5	1.6	-1
Cc1c(Cl)cccc1NC(=S)NCCC(c1ccccc1)c1ccccc1	-2.0	-1	-5	10*	-1.2	9.2*	-7	-1.6	-0.9	-0.1	-2
CCN(C[C@H]1N[C@@](Cc2ccccc2)(C(=O)OC)[C@H]2C(=O)N(Cc3ccccc3)C(=O)[C@@H]12)C(=O)c1ccccc1	-0.8	1	0	2	-1.2	1	-3	-1.7	-1.2	-0.4	-3
CCOC(=O)[C@H]1[C@H]2COc3cc(OC)ccc3[C@@H]2N2C(=O)CN(CC3CCCO3)C(=O)[C@@]12C (stereo not given in full)	-0.1	-1	3	0	0.5	2	5	2.7	-0.5	-0.1	-2
O=C(CSc1ccc(Cl)cc1)Nc1ccccc1	5.8	0	10	4	0.6	7	-8	1.1	-0.9	0.2	-3
CCCn1cc(S(=O)(=O)c2ccc(F)cc2)c(=O)c2cc(OCC)ccc21	-2.2	-6	2	0	-1.1	-11	-2	0.3	-1.2	0.4	3

Retrieved by structure from above (six):
SMILES	hgDAF-12 ag	PLC-beta3 inh	MBD2 DNA inh	PLC-gamma1 inh	hcDAF-12 act	ADAM17 inh	Rev-erbA mod	DAX1 inh-1	ssDAF12 agonist	DAX1 inh-2	SMARCA2 act
CCCCC[C@@H](O)c1cc2ccccc2c(=O)o1	3.3	-1	1	0	1.2	-1	4	-0.8	-1.1	0.9	3
CC(C)(C)Cc1nnc(NS(=O)(=O)Cc2ccccc2)s1	-0.3	1	5	3	0.3	-1	3	1.4	-1.2	0.6	1
O=C(CSc1ccc(Cl)cc1)Nc1ccccc1	5.8	0	10	4	0.6	7	-8	1.1	-0.9	0.2	-3
CCOC(=O)Cn1nc(C)c(NC(=O)c2ccc(Br)o2)c1C	1.0	-92	-4	-2	0.4	-3	3	-0.6	-0.7	0.1	-3
c1cc(-c2ccc(N3CCOCC3)cc2)n2cnnc2c1	1.6	i	-5	i	2.7	-395	-7	x	-1.1	0.8	-2
Cc1cc(=O)[nH]c(SCC(=O)NC(C)C2CC3CCC2C3)c1C#N (stereo not given)	-0.3	3	0	4	-0.4	-7	-6	1.3	-1.7	-0.7	-5
